TMEM16A inh: blocks the mouse calcium-activated chloride channel TMEM16A; HEK293 TMEM16A/YFP iodide influx fluorescence, ionomycin; normalized B-score (activity score, 25-100; higher = stronger inhibition) at 10 µM; 1.2% of 310,000 active; Q8BHY3;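 active = ratio plate-corrected score three or more library SD toward inhibition, starting fluorescence score within five deviations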;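 also: score derived from kinetic fluorescence span divided by baseline fluorescence per well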
TMEM16A act: mouse TMEM16A channel activation, primary screen; Q8BHY3; HEK293 TMEM16A/YFP-H148Q/I152L, iodide quench fluorescence; active compounds read low; B-score at 10 µM; 0.3% of 340,000 active;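 active = fluorescence-ratio B-score plate-corrected deviation score at least 3 library SD below zero, with starting fluorescence score within 5 deviations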;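 also: channel opened by trigger with iodide after compound preincubation; score built on the fluorescence ratio of max minus min over baseline; more negative score means more quench and so TMEM16A activation or potentiation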
TRPC4 PAM: TRPC4 (mouse) allosteric potentiation. Q9QUQ5. HEK293 TRPC4beta/mu-opioid, DAMGO EC20, Fluo-4 Ca2+ flux; active compounds read high. B-score at 10 µM. 0.42% of 310,000 active;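 active = B-score of calcium response area above 5 SD of library B-scores, with initial fluorescence ratio within 5 SD of library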;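 also: B-score of integrated fluorescence ratio over time as area under calcium response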
TRPC4 inh: TRPC4 (mouse) channel inhibition | Q9QUQ5 | HEK293 TRPC4beta/mu-opioid, DAMGO-evoked Fluo4 calcium flux; active compounds read low | B-score at 10 µM | 0.39% of 300,000 active | AID 2247;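 active = B-score over 3 SD under the library average, no early fluorescence shift, positive overall ratio signal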
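test system = HEK293 cells with stable TRPC4beta plus mu-opioid receptor expression | detection = Fluo4 Ca2+ flux fluorescence | read-out = integrated fluorescence ratio relative to baseline, converted to per-well B score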
TRPC6 act: mouse TRPC6 channel activation | HEK293-TRPC6 membrane potential dye fluorescence; active compounds read high | B-score at 10 µM | 0.13% of 310,000 active;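 active = B-score of the integrated fluorescence ratio above library mean plus 3 SD, and starting fluorescence ratio within library mean plus 5 SD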;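 also: higher score means more depolarization so channel activation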
TRPC6 inh: mouse TRPC6 channel inhibition | Q61143 | HEK293-TRPC6, membrane potential dye, ACh-evoked depolarization; active compounds read low | B-score at 10 µM | 1.1% of 310,000 active | AID 2553;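 active = B-score under library mean minus 3 SD, initial fluorescence not abnormally high, positive integrated signal ratio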;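 also: B-score derived from integrated fluorescence ratio over the kinetic read; more negative B-score means stronger inhibition of depolarization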
RGS4 inh: inhibitors of human RGS4 | P49798 | HEK293 M3R/RGS4 inducible, Fluo-4 calcium flux; active compounds read high; triggered by carbachol at its EC20 | B-score at 10 µM | 0.45% of 310,000 active;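 active = B-score, a plate-corrected calcium signal, over three deviations above library mean, with baseline fluorescence within five deviations of library mean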;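 also: RGS4 expression induced by doxycycline in cells with stable M3 receptor; B-score is computed from the integrated fluorescence ratio over baseline after carbachol; higher B-score means a larger calcium signal and so more RGS4 inhibition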
Target sequence (P49798 whole entry, looked up): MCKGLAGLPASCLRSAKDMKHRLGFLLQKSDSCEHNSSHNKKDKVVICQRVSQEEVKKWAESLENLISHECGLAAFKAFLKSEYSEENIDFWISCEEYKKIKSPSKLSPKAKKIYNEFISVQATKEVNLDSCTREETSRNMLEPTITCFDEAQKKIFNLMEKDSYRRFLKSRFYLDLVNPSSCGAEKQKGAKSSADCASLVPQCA
MrgX1 PAM: human MrgX1 positive allosteric modulation, primary screen; MrgX1-HEK293, Fluo-4 calcium flux, FDSS; active compounds read high; AID 588675; B-score at 10 µM; Q96LB2; 0.63% of 310,000 active;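 active = plate-corrected calcium response at least 3 library SD above typical, normal starting fluorescence, not activating the receptor alone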;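 also: compound read alongside a low EC10 to EC30 dose of BAM8-22 agonist; peak minus trough fluorescence over baseline measured at the second addition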
Target sequence (Q96LB2 whole entry, looked up): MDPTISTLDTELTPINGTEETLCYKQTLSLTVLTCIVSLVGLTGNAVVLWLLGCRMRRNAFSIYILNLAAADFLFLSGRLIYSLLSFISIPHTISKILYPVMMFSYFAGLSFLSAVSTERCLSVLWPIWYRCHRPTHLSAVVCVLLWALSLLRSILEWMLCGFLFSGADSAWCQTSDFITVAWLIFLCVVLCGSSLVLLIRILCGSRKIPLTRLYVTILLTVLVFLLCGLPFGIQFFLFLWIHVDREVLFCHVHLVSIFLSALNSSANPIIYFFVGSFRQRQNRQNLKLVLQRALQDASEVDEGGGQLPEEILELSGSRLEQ
TRPC4 act: activators of mouse TRPC4 channel; 0.49% of 310,000 active; HEK293 TRPC4beta/mu-opioid, Fluo4 calcium fluorescence; active compounds read high; B-score at 10 µM;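 active = B-score above 5 SD of library B-scores, and initial fluorescence ratio not above library mean plus 5 SD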;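 also: positive B-score marks a calcium rise read as TRPC4 activation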
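System: HEK293 cells stably co-expressing mouse TRPC4beta and mu-opioid receptor; Schedule: Fluo4 dye loading 45 min at room temperature, 110 s recording; Detection: Fluo4 fluorescence, kinetic; Evaluation: B-scored integrated calcium fluorescence ratio; Controls: buffer (low) and maximal DAMGO (high).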
MrgX1 antag: human MrgX1 receptor antagonism, primary screen. MRGX1-HEK293 calcium flux, Fluo-4, BAM8-22 antagonism; active compounds read low. B-score at 10 µM. 1.3% of 310,000 active. AID 588676;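 active = calcium-response B-score plate-corrected more than 3 library SD below zero, starting fluorescence within 5 deviations, no agonist response on first addition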;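 also: peak minus trough fluorescence over baseline after final BAM8-22 challenge near maximal dose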
MrgX1 ag: human MrgX1 receptor agonism, primary screen | Q96LB2 | MrgX1-HEK293 cells, Fluo-4 calcium fluorescence, agonist mode; active compounds read high | B-score at 10 µM | 0.44% of 310,000 active | AID 588627;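 active = calcium response B-score plate-corrected fluorescence ratio at least 3 library SD, with starting fluorescence B-score inside 5 SD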
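Assay system: MrgX1-expressing HEK293 cells / Amount: fifteen thousand cells per well / Doses: test compound in the initial addition of three / Timing: cells plated overnight, dye loaded 0.5 h 37 °C, 0.5 h room temperature / Technique: kinetic calcium dye fluorescence, Fluo-4 NW / Control set: positive and negative controls per plate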
Active calls of the source: *; i = inactive; . = no result given. Rows are unselected; 5.8% or so of the library scored in one or more.

SMILES | TMEM16A inh | TMEM16A act | TRPC4 PAM | TRPC4 inh | TRPC6 act | TRPC6 inh | RGS4 inh | MrgX1 PAM | TRPC4 act | MrgX1 antag | MrgX1 ag
Cc1cccc(-n2c(Cc3cc(=O)[nH]c(=O)[nH]3)nnc2SCC(=O)N2CCc3ccccc32)c1 | i | i | i | i | i | i | i | i | i | i | i
COc1ccc(-c2ncncc2-c2csc(C)n2)c(O)c1OC | i | i | i | i | i | i | i | i | i | i | i
CCOc1ncccc1C(=O)N1CCN(c2cc(Cl)ccc2C)CC1 | i | i | i | i | i | i | i | i | i | i | i
CS(=O)(=O)N1CCN(c2ccccc2NC(=O)C(c2ccccc2)c2ccccc2)CC1 | i | i | i | i | i | i | i | i | i | i | i
COc1ccc(CCNS(=O)(=O)c2ccc3c(c2)NC(=O)CCS3)cc1OC | i | i | i | i | i | i | i | i | i | i | i
Cc1ccc(S(=O)(=O)NC(=O)NN2CC3CCCC3C2)cc1 (stereo not given) | i | i | i | i | i | i | i | i | i | i | i
CCOCCCNC(=O)C1CC(=O)N(CCc2ccccc2)C1 (stereo not given) | i | i | i | i | i | i | i | i | i | i | i
Cc1cccc(NC(=S)NNC(=O)c2csc3c2CCCC3)c1 | i | i | i | i | i | i | 6.23* | i | i | i | i
COc1cc(NC(=O)c2cnc(N)s2)cc(C(=O)Nc2cccc(C(F)(F)F)c2)c1 | i | . | i | i | i | i | i | i | i | i | i
COc1ccc(C2=NN(c3nc(-c4ccccc4)c(CC(=O)O)s3)C(c3ccco3)C2)cc1 (stereo not given) | i | i | . | . | . | . | . | i | . | i | i
Cc1ccc(S(=O)(=O)N2CCN(C(=O)CSc3nnnn3C)CC2)c(C)c1 | i | i | i | i | i | i | i | i | i | i | i
CN(Cc1cnn(C)c1)C(=O)C1CCC(=O)N(Cc2cccc(F)c2)C1 (stereo not given) | i | i | i | i | i | i | i | i | i | i | i
CCN1CNC(=S)N(c2cccc(C)c2C)C1 | i | i | i | i | i | i | i | i | i | i | i
CCc1ccccc1NC(=O)c1ccccc1N1C(=O)C2C3C=CC(C3)C2C1=O (stereo not given) | i | i | i | i | i | i | i | i | i | i | i
N#C/C(=C\c1ccc([N+](=O)[O-])cc1)C(=O)Nc1ccccc1O | i | i | i | i | i | i | i | i | i | i | i
CCNc1nc(OC)nc(SCC(N)=O)n1 | i | i | i | i | i | i | i | i | i | i | i
COc1ccc(C(CC(=O)O)NC(=O)Nc2ccccc2)cc1OC (stereo not given) | i | i | i | i | i | i | i | i | i | i | i
COCCNC(=S)N(CCN(C)C)Cc1cc2cc3c(cc2[nH]c1=O)OCO3 | i | i | i | i | i | i | i | i | i | i | i
CCOC(=O)c1c(C)c(C(=O)NCCOC)c(C)n1CC | i | i | i | i | i | i | i | i | i | i | i
CCOC(=O)c1cnc2ccccc2c1Nc1ccc(C(=O)O)cc1 | i | i | i | i | i | i | i | i | i | i | i
CNc1c([N+](=O)[O-])cnn1-c1ccccc1Cl | i | i | i | i | i | i | i | i | i | i | i
COc1ccc(C2=NCCn3nc4cc(OC)ccc4c32)cc1 | i | i | . | . | . | . | . | i | . | i | i
CC1CC(C)(C)NC(=S)N1CCC(=O)NCc1ccc(F)cc1 (stereo not given) | i | i | i | i | i | i | i | i | i | i | i
COc1ccc(OC)c(C(=O)CSc2nc3cccnc3n2C)c1 | i | i | i | i | i | i | i | i | i | i | i
Cc1cc(C)nc(NC(=O)c2ccc(Cl)cc2[N+](=O)[O-])c1 | i | i | i | i | i | i | i | i | i | i | i
Cc1cc(S(=O)(=O)Nc2ccc3cn[nH]c3c2)c(C)cc1Cl | 25* | i | i | i | i | i | 15.3* | i | i | i | i
NC(=O)c1oc2ccccc2c1NC(=O)C1CCCCC1 | i | i | i | i | i | i | i | 10.1* | i | i | i
CCCC(=O)CN1C(=O)C2(OCCO2)c2ccccc21 | i | i | i | i | i | i | i | i | i | i | i
N#C/C(=C\Nc1ccccc1O)c1nc2ccccc2o1 | i | i | i | i | i | i | i | i | i | i | i
Cc1noc2ncnc(Oc3ccccc3)c12 | i | i | i | i | i | i | i | i | i | i | i
Cc1ccccc1CC(=O)c1ccc(O)c(C)c1O | i | i | i | i | i | i | i | i | i | i | i
O=C(CNc1cccc2ccccc12)N/N=C/c1ccccn1 | i | i | i | i | i | i | i | i | i | i | i
O=C(CCNC(=O)c1ccccc1Cl)Nc1ccncc1 | i | i | i | i | i | i | i | i | i | i | i
CC(=O)c1cccc(NC(=O)Nc2cnn(Cc3ccc(F)cc3)c2)c1 | . | . | i | i | i | i | i | . | i | . | .
CN(C)/C=C(\C(=O)c1ccccc1)c1nnnn1-c1ccc(F)cc1 | i | i | i | i | i | i | i | i | i | i | i
O=C(O)[C@H]1CCCC[C@H]1C(=O)NCCc1ccccc1 | i | i | i | i | i | i | i | i | i | i | i
c1ccc(CCc2nn3c(Cn4cnc5ccccc54)nnc3s2)cc1 | i | i | i | i | i | i | i | i | i | i | i
Cc1oc(-c2cccs2)nc1CN1CCC(c2ccccc2)CC1 | i | i | i | i | i | i | i | i | i | i | i
Cc1cc(C)cc(N(CC(=O)NC2CCCCC2)C(=O)CCCC(=O)Nc2ccccn2)c1 | i | i | i | i | i | i | i | i | i | i | i
CC/C(C)=N/NS(=O)(=O)c1ccc(C)c([N+](=O)[O-])c1 | i | i | i | i | i | i | i | i | i | i | i
CCOc1ncccc1C(=O)Nc1cccc(C(=O)Nc2cccc(S(=O)(=O)CCO)c2)c1 | i | i | i | i | i | i | i | i | i | -5.27* | i
NS(=O)(=O)c1ccc(NC(=S)NC(=O)c2cccnc2)cc1 | i | i | i | i | i | i | i | i | i | i | i
O=C(CN(Cc1ccc(F)cc1)C(=O)c1ccco1)NCc1ccc(F)cc1 | i | i | i | i | i | i | i | i | i | i | i
Cc1ccc(CN2CC(C(=O)N(Cc3nnc(-c4ccccc4Cl)o3)C3CC3)CC2=O)cc1 (stereo not given) | i | i | i | i | i | i | i | i | i | i | i
Cc1ccnc(NS(=O)(=O)c2ccc(NC(=O)CN3C(=O)c4ccccc4S3(=O)=O)cc2)n1 | i | i | i | i | i | i | i | i | i | i | i
CCc1c(C)sc(NC(=O)c2cc(C(C)C)on2)c1C#N | i | i | i | i | i | i | i | i | i | i | i
CN(Cc1ccccc1)S(=O)(=O)c1cc2c3c(c1)CCN3C(=O)CC2 | i | i | i | i | i | i | i | i | i | i | i
CCC(C)c1ccc(NC(=S)N2CCCC2)cc1 (stereo not given) | i | i | i | i | i | i | i | i | i | i | i
CCOC(=O)C(C(=O)OCC)C(C#N)c1ccccc1 (stereo not given) | i | i | i | i | i | i | i | i | i | i | i
CCC(=O)N/N=c1/sc2ccccc2n1C | i | i | i | i | i | i | i | i | i | i | i
CCC(=O)c1ccc(Oc2nc3c(c(=O)n(C)c(=O)n3C)n2CC)cc1 | i | i | i | i | i | i | i | i | i | i | i
CCOC(=O)COn1c(=O)c(-c2cccs2)[n+]([O-])c2ccccc21 | i | i | i | i | i | i | i | i | i | i | i
O=S1(=O)C=C(Sc2nc3ccccc3s2)c2ccccc21 | i | . | i | i | i | i | i | i | i | i | i
CCc1noc(C)c1C(=O)N1CCN(S(=O)(=O)c2ccc(C)cc2)CC1 | i | i | i | i | i | i | i | i | i | i | i
COc1ccc(CC(=O)Nc2c3c(nn2-c2cccc(Cl)c2)CS(=O)C3)cc1 (stereo not given) | i | i | i | i | i | i | i | i | i | i | i
CN1CCN(C(=O)CCCOc2ccc(Cl)cc2Cl)CC1 | i | i | i | i | i | i | i | i | i | i | i

Continuation:
SMILES | TMEM16A inh | TMEM16A act | TRPC4 PAM | TRPC4 inh | TRPC6 act | TRPC6 inh | RGS4 inh | MrgX1 PAM | TRPC4 act | MrgX1 antag | MrgX1 ag
CCN1C(=O)C(CC(=O)Nc2cc(C)ccc2C)SC1=Nc1ccc(S(N)(=O)=O)cc1 (stereo not given) | i | i | i | i | i | i | i | i | i | i | i
OC(c1cccnc1)c1cccs1 (stereo not given) | i | i | i | i | i | i | i | i | i | i | i
COc1ccc(C2=Nn3c(nnc3-c3ccncc3)SC2)cc1 | i | i | i | i | i | i | i | i | i | i | i
CCc1noc(C)c1C(=O)N1CCCC(CCC(=O)NCc2cccc(OC)c2)C1 (stereo not given) | i | i | i | i | i | i | i | i | i | -6.47* | i
O=C(N/N=C/c1ccc(Br)s1)c1ccc([N+](=O)[O-])cc1 | i | i | i | i | i | i | i | i | i | i | i
CN1C(C(=O)c2ccccc2)=C(N)c2ccccc2S1(=O)=O | i | i | i | i | i | i | i | i | i | i | i
NC(=O)c1nsc(C(=O)N(c2cccc(F)c2)C(C(=O)NC2CCCC2)c2ccc(O)cc2)c1N (stereo not given) | i | i | i | i | i | i | i | i | i | i | i
O=C(CCc1ccccc1)Nc1ccc2c(c1)OCO2 | i | i | i | i | i | i | i | i | i | i | i
CN(C)CCCN(C(=O)c1cc2ccccc2oc1=O)c1nc2ccc(F)cc2s1 | i | i | i | i | i | i | i | i | i | i | i
CSC1=NSC2=NC(=O)/C(=C\c3cccs3)C(=N)N12 | 100* | i | i | i | i | i | i | 26.7* | i | i | i
N#C/C(=C/c1ccc(O)c([N+](=O)[O-])c1)C(=O)Nc1ccccc1 | 25* | i | i | i | i | i | i | i | i | i | i
COC(=O)/C(=C\Nc1ccccc1N)c1ncc(C(F)(F)F)cc1Cl | i | i | i | i | i | i | i | i | i | -4.54* | i
N#Cc1cc(-c2ccccc2)c[nH]c1=O | i | i | i | i | i | i | i | i | i | i | i
O=[N+]([O-])c1cc(/C=N\Nc2ccccn2)ccc1Cl | i | i | i | i | i | i | i | i | i | i | i

Assay outcomes deposited in PubChem by Johns Hopkins Ion Channel Center.
